High-throughput results: PubChem BioAssay, several laboratories
GPR55 beta-arrestin: GPR55 agonists via beta-arrestin recruitment, primary screen, imaging, U2OS cells, beta-arrestin-GFP redistribution (AID 1961). activation, % at 10 µM, or EC50 in µM where a hit was titrated. U2OS GPR55 beta-arrestin-GFP redistribution imaging; higher % means a stronger effect. 290,000 compounds, 0.048% hits;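 active means activation above 40% with more than 50 cells counted in the well; inconclusive means wells holding fewer than 50 cells, flagged as toxic or sparse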;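 further: U2OS osteosarcoma cells stably expressing GPR55 and beta-arrestin-GFP; plate controls were DMSO negative control for no effect and LPI positive control for full effect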
NTR1 agonist: NTR1-driven beta-arrestin-GFP spot formation – imaging, U2OS cells, high content, primary screen (AID 493036); P30989; agonist mode; activation, % at 20 µM; 330,000 compounds, 0.17% hits;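 active means activation at or above 40% of the spot to cytoplasm intensity ratio, with at least 20 cells analyzed; inconclusive means wells under 20 cells, flagged as cytotoxic or low count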;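 further: 0% = DMSO without peptide and 100% = 100 nM NTR1 peptide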
Target sequence (P30989 whole entry, looked up): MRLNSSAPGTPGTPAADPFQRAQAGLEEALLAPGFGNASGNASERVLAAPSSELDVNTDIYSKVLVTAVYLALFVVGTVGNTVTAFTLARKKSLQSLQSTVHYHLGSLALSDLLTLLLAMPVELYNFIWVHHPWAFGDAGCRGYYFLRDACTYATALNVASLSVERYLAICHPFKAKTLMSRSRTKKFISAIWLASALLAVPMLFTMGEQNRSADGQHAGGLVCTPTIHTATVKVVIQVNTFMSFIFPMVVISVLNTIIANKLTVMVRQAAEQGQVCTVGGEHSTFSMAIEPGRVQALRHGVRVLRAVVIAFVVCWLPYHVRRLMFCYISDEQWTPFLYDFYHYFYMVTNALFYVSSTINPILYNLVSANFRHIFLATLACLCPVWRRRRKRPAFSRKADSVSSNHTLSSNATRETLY
GPR35 arrestin U2OS: inhibition of zaprinast-stimulated GPR35 beta-arrestin translocation – imaging, U2OS, beta-arrestin-GFP, zaprinast agonist, primary screen (AID 2058); U2OS GPR35 beta-arrestin-GFP translocation imaging, zaprinast antagonism; higher % means a stronger effect; inhibition, % at 10 µM, or IC50 in µM where a hit was titrated; 290,000 compounds, 0.052% hits;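 active means inhibition of at least 50% with at least 30 cells and total cytoplasm GFP at most 10,000,000; inconclusive means under 30 cells or total GFP of 10,000,000 plus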
AID2073: disruptors of CaV2.2 binding to Mint1 – biochemical, HTRF (AID 2073) | inhibition, % at 20 µM; hits with a dose series show IC50 in µM | 290,000 compounds, 0.19% hits | HTRF protein-protein interaction, Mint1-CaV2.2; higher % means a stronger effect; in the data active means inhibition mostly above about 51%, no sharp cut-off; inconclusive means no clear call, values can overlap the other calls; inactive means mostly below about 53%; further: some results filed as inactive read as strong as hits
HIV peptide binding: cell-free HIV fusion peptide-binding blockers – biochemical, uHTS, fluorescence dequenching, primary screen (AID 1986); 290,000 compounds, 0.3% hits; cell-free peptide binding, fluorescence dequenching, 30 min; higher % means a stronger effect; inhibition, % at 20 µM, or IC50 in µM where a hit was titrated; in the data active means inhibition mostly above about 52%, no sharp cut-off; inactive means mostly below about 76%; further: some results filed as inactive read as strong as hits
SIAH1 antagonists: Siah-1 peptide-binding antagonists, primary screen, biochemical, fluorescence polarization, rhodamine-plectin, uHTS (AID 1817) | 290,000 compounds, 0.02% hits | one-dose displacement, % at 20 µM; IC50 in µM for titrated hits | Siah-1 / rhodamine-plectin peptide fluorescence polarization; higher % means a stronger effect;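 active means displacement of at least 50% at 20 µM, with a fluorescence ratio check between 0.3 and a set limit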;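 further: plate controls were Siah plus tracer with DMSO for no effect and tracer alone without Siah for full effect; strong numbers were not always called active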
K1F lysis inhibition: inhibition of K1F phage lysis, E. coli UTI89, bacterial capsule biogenesis inhibitors, alamar blue (AID 488966) | E. coli UTI89 K1F phage lysis, alamar blue, 2 h; higher % means a stronger effect | one-dose inhibition, % at 100 µM; IC50 in µM for titrated hits | 340,000 compounds, 0.02% hits;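 active means phage lysis inhibition, versus mean bacterial control, above a set limit; inconclusive means no clear call, values can overlap the other calls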;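 further: capsule biogenesis inhibitors block K1F phage lysis so surviving cells raise fluorescence; higher fluorescence means more inhibition of phage lysis; actives were called in the ten point dose series up to 300 µM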
GPR55 LPI antagonism: inhibition of LPI-stimulated GPR55 beta-arrestin translocation – imaging, U2OS, beta-arrestin-GFP, LPI agonist, primary screen (AID 2013) | 290,000 compounds, 0.13% hits | U2OS GPR55 beta-arrestin-GFP translocation imaging, LPI antagonism; higher % means a stronger effect | inhibition, % at 10 µM; hits with a dose series show IC50 in µM;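 active means spots per cell inhibited over 60%, with over 100 cells counted and total cytoplasm intensity under 500,000; inconclusive means wells with under 100 cells, flagged as likely toxic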;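 further: U2OS cells stably carrying GPR55 and arrestin-GFP stimulated by 5 µM LPI near EC80; imaged beta-arrestin-GFP aggregate spots per cell after agonist stimulation; plate controls were LPI-stimulated DMSO wells for no effect and DMSO wells without LPI for full effect; some results filed as inactive read as strong as hits; confirmed hits need IC50 under 10 µM and bright autofluorescent wells are also inconclusive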
NS5 inhibitors: Dengue-2 NS5 methyltransferase inhibitors, primary screen, biochemical, confirmation dose response (AID 588689). Dengue-2 NS5 methyltransferase capping enzyme assay, biochemical; higher % means a stronger effect. inhibition, % at 25 µM, or IC50 in µM where a hit was titrated. 340,000 compounds, 0.3% hits; in the data active means a potency from the dose series; inconclusive means inhibition above about 29% without an active follow-up result
NTR1 agonist cell count 20 µM: second read-out of NTR1 agonist, no call of its own (marks repeat the call); cell count; measured here: cell count, cytotoxicity flag
NS5 inhibitors pilot replicate: second read-out of NS5 inhibitors, no call of its own (marks repeat the call); inhibition, %; measured here: pilot screen replicate inhibition
Numbers without * were called inactive; u = inconclusive; x = not tested or not shown; [ ] = another dose, or the depositor's remark. An excerpt; count on the stated rates, not on these rows.

SMILES	GPR55 beta-arrestin	NTR1 agonist	NTR1 agonist cell count 20 µM	GPR35 arrestin U2OS	AID2073	HIV peptide binding	SIAH1 antagonists	K1F lysis inhibition	GPR55 LPI antagonism	NS5 inhibitors	others
CCCCCC(=O)N[C@@H](c1ccccc1)[C@@H](O)C(=O)O[C@H]1C[C@@]2(O)[C@@H](OC(=O)c3ccccc3)C3[C@](C)(C(=O)[C@H](O)C(=C1C)C2(C)C)[C@@H](OC1OCC(O)C(O)C1O)C[C@H]1OC[C@@]31OC(C)=O (some centres not stated)	-0.1%	0.2	92	-0.5%	-6.0%	0.0%	-0.8%	-3.3%	-22.4%	7.2%
CCC1(CC)C(=N)N(C)C(=O)NC1=O	-0.2%	2.3	69	-2.1%	4.3%	3.5%	5.1%	1.6%[50 µM]	0.9%	-6.6%
Cc1ccc(Cn2cc(C=O)c(-c3ccc(F)cc3)n2)cc1	0.0%	1.5	89	-6.0%	-6.2%	0.5%	-4.8%	0.1%	-1.0%	-9.9%
Cc1cc(OC(C)C(=O)N[C@H](C(=O)O)c2ccccc2)c2c3c(c(=O)oc2c1)CCC3 (some centres not stated)	0.2%	0.9	83	-4.5%	12.1%	4.5%	0.9%	2.5%	3.1%	-10.1%
CN(C)CCN=Cc1c(O)n(-c2cccc3ccccc23)c(=O)[nH]c1=O	0.2%	1.0	48	18.8%	-5.3%	1.2%	-2.9%	0.0%	-2.5%	-5.5%
C[C@]12CC[C@H]3[C@@H](CCC4=CC(=O)CC[C@@]43O)[C@@H]1CCC2=O	0.8%	0.8	50	12.9%	11.9%	-1.1%	-1.9%	1.0%[50 µM]	19.3%	-13.6%
O=c1[nH]c(=O)n(Cc2ccccc2)c(O)c1C=NCCCn1ccnc1	-0.2%	-0.2	30	3.4%	-5.0%	8.4%	1.9%	0.2%	-0.8%	-22.3%
O=C(COc1ccc(Cl)cc1)N1CCN(C2CCCC2)CC1	1.2%	0.6	42	-15.3%	21.4%	1.0%	6.1%	0.0%	2.7%	-2.5%
O=S(=O)(NC1CCCCC1)OCC(Cl)(Cl)Cl	1.0%	1.0	104	9.0%	7.2%	0.2%	-4.8%	0.0%	-0.3%	-3.6%
CCS(=O)(=O)NCc1nnc2n1-c1ccc(Cl)cc1C(c1ccccc1)=NC2	-0.3%	-0.4	53	-8.9%	4.1%	2.4%	3.3%	-0.3%	3.5%	-5.8%
CC(=NCCCN1CCOCC1)c1c(O)[nH]c(=O)[nH]c1=O	0.1%	-0.3	78	0.0%	0.0%	-1.5%	5.6%	0.2%	-3.8%	-6.9%	NS5 inhibitors pilot replicate=1.2
O=C(c1ccc2c(c1)OCO2)N1CCC2(CC1)OCCO2	-0.1%	-1.5	68	17.2%	-2.6%	-2.1%	-3.0%	2.1%	-4.6%	-4.8%
COc1cccc(OC)c1C(=O)Nc1nc(N)n(-c2ccccc2)n1	-0.1%	15.1	98	3.5%	-5.3%	-1.0%	-0.6%	0.3%	5.7%	-6.1%	NS5 inhibitors pilot replicate=-6.7
c1ccc(C2N3CCCN23)cc1 (configuration not stated)	-0.3%	-0.8	39	-8.2%	1.2%	0.4%	-5.1%	0.5%	9.7%	2.9%
O=P1(NCc2ccco2)COc2ccccc2OC1	-0.1%	-2.3	88	-2.3%	4.3%	-1.9%	-0.6%	0.0%	9.3%	-8.2%
CC(C)CC(NC(=O)CCCNC(=O)CCC(=O)OC1O[C@H]2OC3(C)CC[C@H]4[C@H](C)CCC(C1C)C24OO3)C(=O)O (some centres not stated)	-0.2%	0.1	81	-8.3%	5.9%	1.0%	7.7%	-0.7%[50 µM]	-3.5%	0.7%
CN(C)C(=S)SSC(=S)N(C)C	1.7%	x	x	8.4%	78.0%*	-0.6%	3.4%	-13.0%	25.0%	3.7%
CCOC(=O)Cc1csc(NC(=O)c2c(O)c3ccccc3n(CCC(C)C)c2=O)n1	1.0%	1.2	80	8.0%	-1.9%	2.9%	3.7%	-0.2%	-11.4%	0.9%
C/C(=N\NC(N)=O)c1c(O)n(C)c(=O)n(C)c1=O	-0.3%	0.4	54	2.8%	6.0%	-1.9%	-0.2%	3.0%	-7.2%	-8.6%
CC(C)(O)[C@H]1O[C@H]2CC[C@@]3(C)[C@@](O)(CC[C@H]4Cc5c([nH]c6ccccc56)[C@@]43C)C2=CC1=O	0.2%	7.2	55	2.8%	4.4%	52.6%	4.2%	x	-9.6%	x
COc1ccccc1C1=NCc2nnc(C)n2-c2ccc(Cl)cc21	0.2%	4.7	55	-9.3%	0.1%	0.9%	3.1%	1.8%[50 µM]	10.8%	3.2%
O=C1Nc2cc(C(=O)N3CCC4(CC3)OCCO4)ccc2S/C1=C\c1ccccc1	-0.1%	4.1	59	15.4%	6.4%	-0.7%	-5.5%	0.4%	-10.9%	9.5%
O=C1CN(O)C(c2ccccc2)=c2cc(Cl)ccc2=N1	-0.1%	-1.4	58	21.4%	7.0%	-1.0%	-3.5%	0.1%	27.2%	0.0%	NS5 inhibitors pilot replicate=-2.1
CCN(CC)CCCN=Cc1c(O)n(Cc2ccc(F)cc2)c(=O)[nH]c1=O	-0.2%	0.5	24	3.1%	-1.3%	1.4%	1.1%	-0.2%	11.6%	-7.5%
Clc1cnc(Oc2ccc(Oc3ncc(Cl)cc3Cl)cc2)c(Cl)c1	-0.1%	1.9	44	9.0%	-1.2%	0.0%	-0.8%	8.5%	-2.8%	-2.7%
COc1ccc(C(=O)C2CCCN(Cc3cnc(C)s3)C2)cc1OC (configuration not stated)	-0.3%	0.4	88	5.3%	-4.3%	0.1%	6.3%	0.3%	6.0%	2.8%
Cc1ccccc1CCNCc1ccc(Br)cc1	-0.2%	-0.6	93	12.8%	-7.5%	0.6%	4.3%	0.3%	15.2%	-5.4%
O=C(COc1ccc(S(=O)(=O)N2CCCCC2)cc1)N1CCN(Cc2ccccc2)CC1	-0.2%	1.2	67	-15.7%	5.5%	2.6%	5.5%	0.7%	14.6%	-8.8%
Cc1ccc(-c2nc3ccccc3c(=O)n2-c2ccccn2)cc1	0.2%	3.1	33	-4.9%	-11.3%	0.0%	2.9%	-5.1%	-2.2%	-5.1%
O=C(NCC(c1cccnc1)N1CCN(c2ccc(F)cc2)CC1)Oc1ccccc1 (configuration not stated)	0.6%	1.6	38	-5.9%	-2.0%	0.6%	1.1%	0.2%	1.2%	-6.1%

Three entries from above, ordered by molar mass, descending:
SMILES	GPR55 beta-arrestin	NTR1 agonist	NTR1 agonist cell count 20 µM	GPR35 arrestin U2OS	AID2073	HIV peptide binding	SIAH1 antagonists	K1F lysis inhibition	GPR55 LPI antagonism	NS5 inhibitors	others
CCN(CC)CCCN=Cc1c(O)n(Cc2ccc(F)cc2)c(=O)[nH]c1=O	-0.2%	0.5	24	3.1%	-1.3%	1.4%	1.1%	-0.2%	11.6%	-7.5%
COc1ccc(C(=O)C2CCCN(Cc3cnc(C)s3)C2)cc1OC (configuration not stated)	-0.3%	0.4	88	5.3%	-4.3%	0.1%	6.3%	0.3%	6.0%	2.8%
COc1ccccc1C1=NCc2nnc(C)n2-c2ccc(Cl)cc21	0.2%	4.7	55	-9.3%	0.1%	0.9%	3.1%	1.8%[50 µM]	10.8%	3.2%

Continued:
SMILES	GPR55 beta-arrestin	NTR1 agonist	NTR1 agonist cell count 20 µM	GPR35 arrestin U2OS	AID2073	HIV peptide binding	SIAH1 antagonists	K1F lysis inhibition	GPR55 LPI antagonism	NS5 inhibitors	others
C=CCN1C(=O)C2(C(C(=O)OCC)=C(N)Oc3c2c(=O)oc2ccccc32)c2ccccc21 (configuration not stated)	0.2%	-1.4	60	-8.9%	6.1%	0.4%	1.2%	0.0%	-6.1%	1.6%
Cc1ccc(OCC(=O)N2CCN(Cc3cccnc3)CC2)cc1	0.2%	0.2	65	3.3%	-1.9%	-0.7%	2.9%	0.6%	13.5%	6.0%
O=P(CCl)(Nc1ccccc1)C(Cl)(Cl)Cl (configuration not stated)	-0.4%	0.4	71	9.3%	-0.7%	0.0%	-0.1%	0.3%	7.6%	3.6%
CCN1CCN(C(=O)COc2ccc(S(=O)(=O)N3CCOCC3)cc2Cl)CC1	-0.1%	-1.1	53	12.1%	14.5%	1.4%	-0.3%	0.3%	-12.0%	0.8%
CC(=O)N1CCN(CCN=Cc2c(O)n(-c3ccc(F)cc3)c(=S)[nH]c2=O)CC1	-0.1%	-0.9	76	-2.6%	5.9%	-1.5%	6.5%	0.3%	13.6%	1.3%
Nc1cc2nc3ccccc3nc2cc1N	0.0%	-0.8	50	23.9%	9.86µM*	25.2%	59.7%	-1.6%	15.7%	u
Cc1ccc(OCC(=O)N2CCN(C)CC2)c(Br)c1	0.0%	0.6	56	2.2%	-4.0%	0.6%	3.7%	0.4%	10.6%	-0.7%
CCn1nc(-c2ccccc2)nc2c(=O)n(C)c(=O)nc1-2	-0.2%	-1.9	25	-10.8%	5.3%	80.2%*	3.9%	-0.1%	18.7%	u
CCC(=O)N1CC(=O)Nc2ccc(Cl)cc2C1c1ccc(F)cc1 (configuration not stated)	-0.1%	-0.2	65	11.9%	3.2%	-1.6%	-4.6%	-1.1%	-4.6%	-2.4%
Cc1ccc(/C=C2/C(=O)NC(=O)N(CCc3ccc(F)cc3)C2=O)o1	0.3%	9.8	53	-6.1%	18.9%	22.3%	5.2%	1.5%[50 µM]	4.5µM*	u
CC1CCCN(C(=O)CN2C3CCC2CC(O)(c2ccc(F)cc2)C3)C1 (configuration not stated)	0.9%	-0.8	89	-2.5%	-0.8%	0.5%	-1.9%	-0.9%	0.6%	-4.4%
O=C1NC(=O)C(CCc2ccncc2)(Cc2ccc3c(c2)OCO3)C(=O)N1CCc1ccccc1 (configuration not stated)	-0.1%	-0.2	57	-8.5%	2.1%	2.0%	-1.9%	0.1%	21.1%	-11.8%
Cc1ccc(NC(=O)c2cn(CCC#N)nc2-c2ccc3c(c2)OCCO3)c([N+](=O)[O-])c1	-0.1%	6.9	38	-8.7%	-4.2%	1.1%	4.2%	3.3%	3.9%	-9.1%
O=C(O)c1ccc2c(c1)C1C(Cl)C(Sc3ccccc3[N+](=O)[O-])CC1C(c1cccc([N+](=O)[O-])c1)N2 (configuration not stated)	0.7%	x	x	-19.0%	74.3%	77.2%	50.1%	-1.0%	8.1%	u
